Source: PubChem
A-T KAP1 phos: candidate therapy for ataxia-telangiectasia. […] A-T fibroblasts, KAP-1 phosphorylation AlphaLISA; neocarzinostatin DNA damage 30 min before lysis. AID 485349. Potency, µM (doses to about 57.5 µM), without a hit: top-dose activation, hits mostly activators. 0.19% of 320,000 active; further: potency means the concentration at half of the fitted maximal effect; % of control where 0% means no effect; nearly all actives have a fitted effect of over 45% in size
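ATM-like activity read as KAP-1 phosphorylation via AlphaLISA donor/acceptor antibody pairs after lysis and 6 hr at 25C. Cells were ATM-null patient fibroblasts ([…], hTERT), dosed 60 min, then exposed to the DSB inducer NCS for 30 min.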
TSG101-PTAP inh: blocks PTAP/TSG101 interaction to inhibit HIV-1 budding. AID 493005. Q99816. 340,000 tested, under 10 active. Potency, µM (titrated, usually from 115 µM), inactives show at the highest dose activity change, negative = inhibition, usual class: inhibitors. Fluorescence polarization, FITC-PTAP peptide / Tsg101 binding; active means well fitted inhibition curve with a large enough effect in the main read-out, with a control signal flat, not every such curve was filed as active; inconclusive means small, poorly fitted or top-dose-only effect, or effect the other way, or a change in a side signal; inactive means no such curve, though single readings can be large or run the other way; further: potency means the concentration at half of the fitted maximal effect; % of control where 0% means no effect
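Fluorescence polarization binding of Tsg101 binding domain (10 uM final) to FITC-labeled PTAP peptide (50 nM final) in HEPES pH 7.5 buffer with NaCl, Tween 20, EDTA, TCEP. Compounds added before peptide; binding 20 min at RT.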
TRPV1 ag: activates the human vanilloid receptor TRPV1. Q8NER1. TRPV1-expressing cells, Fluo-8 calcium influx, agonist mode. activation, % at 8.33 µM. 0.19% of 320,000 active; in the data active means activation above about 80%; inconclusive means between about 30% and that limit; further: 0% is about no effect
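Fluo-8 calcium influx in TRPV1-expressing cells, kinetic read (ex 480/em 520 nm). Compound added and read 3 min for agonist activity, followed by capsaicin at EC20 final and 2 min further read for enhancement.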
CXXC DNA block: inhibitors of human MLL CXXC domain-DNA interaction. MLL-CXXC / FITC-HOXA9 DNA fluorescence polarization. Potency, µM (titrated, usually from 115 µM), inactives show top-dose activity change, negative = inhibition, actives largely listed as inhibitors. 0.037% of 290,000 active. AID 2662; active means well fitted inhibition curve with a large enough effect in the polarisation, with a control signal flat, not every such curve was filed as active; inconclusive means small, poorly fitted or top-dose-only effect, or effect the other way, or a change in a side signal; inactive means no such curve, though single readings can be large or run the other way; the % refers to the polarisation; further: potency means the concentration at half of the fitted maximal effect
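Fluorescence polarization: 7 uM MLL-CXXC (stock) preincubated 5 min with compounds, then 50 nM fluorescein-HOX-A9 DNA (stock) added; 30 min ambient. Buffer 50 mM Tris-HCl pH 7.5, 50 mM NaCl, 1 mM DTT, 0.05% BSA.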
p53 reactivator: mutant p53 re-activation in reporter cells | H1299 p53-A138V BP100-luciferase reporter, luminescence, 24 h | Potency, µM (highest dose often 92.2 µM), inactives show at the top dose activity change, positive = activation, actives largely listed as activators | 0.063% of 320,000 active | AID 504706; further: potency means the concentration at half of the fitted maximal effect; % of control where 0% means no effect; nearly all actives have a fitted effect of over 45% in size
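p53-null H1299 cells stably carrying temperature-sensitive p53-A138V and a BP100-luciferase reporter were pinned with compounds (4-point, 1:5 series) and held 24 hrs at 37 deg C. Luminescence was read 10 min after detection reagent.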
TCR act: activates T cell receptor signaling | primary human leukocytes, anti-CD3, IL-2 HTRF, 48 h | Potency, µM (series often up to 9.22 µM), inactives show at the top dose activation of IL-2 secretion, actives largely listed as activators | 330,000 tested, under 10 active | AID 504894; further: % of control where 0% means no effect
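Human primary leukocytes + a-CD3 beads + cpd, 48 hr; IL-2 in supernatant by HTRF (ex 320nm / em 665nm). No co-stimulatory signal supplied.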
B2AR arrestin: agonists driving beta-arrestin recruitment to human beta2-adrenergic receptor; P07550; beta-arrestin recruitment to beta2AR, cell-based reporter; Potency, µM (series often up to 46.1 µM), for the others: top-dose activation, hits mostly activators; 0.02% of 330,000 active; AID 492947;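 further: potency means the concentration at half of the fitted maximal effect; 0% = DMSO controls and full agonism = EC100 isoproterenol or metaproterenol; nearly all actives have a fitted effect of over 65% in size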
ELG1 repair inh: blocks ELG1-dependent DNA repair in HEK293T cells | AID 504467 | HEK293T ELG1-luciferase reporter, luminescence, 16 h; DNA damage induced by 5-fluorouridine | Potency, µM (titrated, usually from 46.1 µM), inactives show top-dose activity change, negative = inhibition, usual class: inhibitors | 2.3% of 330,000 active; further: potency means the concentration at half of the fitted maximal effect; on the % scale 0 is the no-effect control and ±100 the full control effect; nearly all actives have a fitted effect of over 55% in size
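HEK293T cells expressing luciferase-tagged ELG1 (2,000/well) received 5-Fluorouridine plus compound or DMSO for 16 hr at 37 °C. Luciferase was read by ONE-Glo luminescence after 30 min at room temperature.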
Integrin act MD: integrin-mediated muscular dystrophy alleviation activation; alpha7betagal myoblasts, beta-gal FDG fluorescence, 48 h; 0.064% of 350,000 active; Potency, µM (highest dose often 38.3 µM), without a hit: at the highest dose activation, hits mostly activators; AID 624291;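 further: potency means the concentration at half of the fitted maximal effect; 100% = response of the positive control SU9516; nearly all actives have a fitted effect of over 60% in size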
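Alpha7betagal+/- myoblasts (passage 13) were plated 16-24 hr, then exposed to compounds (1:260 dilution of DMSO stock) for 48 hours at 37C. After MPER lysis, β-galactosidase reporter activity was read as FDG fluorescence (ex 480/em 540) after 30 minutes.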
BRCA1 expr act: BRCA1 expression activation | 1.1% of 380,000 active | MCF7-BRCA1-FFLuc reporter, luminescence, 48 h; response scale: scaled: vehicle 0%, 10 µM genistein 100% | Potency, µM (highest dose often 46.1 µM), for the others: top-dose activation, hits mostly activators; further: potency means the concentration at half of the fitted maximal effect; nearly all actives have a fitted effect of over 80% in size; some results filed as inactive show a strong effect at the top dose
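Using MCF7 cells harboring a BRCA1 firefly luciferase reporter, plated 2 h before compound pinning, the screen measured luminescence after 48 h incubation. Responses were normalized to DMSO and 10 microM genistein, then fitted for concentration-effect.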
Active calls of the source: *; ? = inconclusive; · = no result given; [ ] = dose if it differs, or a comment. Unless noted, the call rests on the fitted dose curve; in most records, active means well fitted curve in the direction sought with a large enough effect; inconclusive means small, poorly fitted or top-dose-only effect, or another doubt; inactive means no such curve, though single readings can be large; an effect the other way counts as inactive or inconclusive.

SMILES	A-T KAP1 phos	TSG101-PTAP inh	TRPV1 ag	CXXC DNA block	p53 reactivator	TCR act	B2AR arrestin	ELG1 repair inh	Integrin act MD	BRCA1 expr act
Cc1cnc(NC(=O)CC(C)c2ccccc2)s1 (configuration not stated)	9%	1%	12	-3%	19%	-8%	0.2%	?	-24%	36%
O=S(=O)(NC1CCCC1)c1ccccc1Cl	8%	-6%	5	3%	10%	0%[46.1 µM]	0.0%	-4%	3%	0%
O=C(Nc1ccc(F)cc1)Nc1ccc(NC(=O)c2ccccc2O)cc1	7%	-3%	-4	-13%	3%	4%	-0.9%	-2%	5%	9%
Cc1cc(C)nc(SCC(=O)OCC(=O)Nc2nc3ccccc3s2)n1	1%	0%	-2	5%	?	0%[46.1 µM]	-1.0%	?	?	59%
Cc1c(Cl)cccc1NC(=O)CCCCCN1C(=O)CCC1=O	0%	-2%	3	-4%	5%	5%	-0.5%	3%	23%	12%
O=C(CSCCO)Nc1ccc([N+](=O)[O-])cc1	0%	1%	-2	1%	0%	-3%	0.0%	8%	11%	-1%
Cc1cc(C(=O)N2CC=C(c3ccccc3)CC2)c2ccccc2n1	0%	-1%	-1	·	-4%	-1%	0.3%	?	-15%	-73%
Nc1nc2ccc([N+](=O)[O-])cc2[nH]1	5%	-1%	-8	24%	3%	-3%	-0.4%	0%	-4%	6%
CN(c1cc(=O)n2ccccc2n1)C1CCCCC1	2%	0%	25	4%	?	-7%	0.2%	?	21%	84%
NC1=NCC(O)=C1c1nc2ccccc2[nH]1	1%	0%	0	5%	-1%	·	0.0%	25%	4%	-2%
CN(C)c1nc(Cl)nc(N(C#N)CCOc2ccccc2)n1	-2%	-7%	11	8%	-1%	0%	-0.6%	-7%	-36%	-56%
O=C(NC1CC1)C1=C[C@H](c2ccc(C(F)(F)F)cc2)C[C@H](OCc2ccc(CO)cc2)O1	11%	-2%	4	?	-4%	6%	-0.2%	-24%	1%	0%
Cc1c(NC(=S)N2CCN(c3ccc(F)cc3)CC2)c(=O)n(-c2ccccc2)n1C	-1%	-5%	0	-4%	0%	-45%	0.3%	-12%	8%	-11%
O=C(CSc1nnc(C2CC2)n1-c1ccccc1)N1CCNC1=O	0%	-4%	0	·	1%	3%	0.5%	2%	?	5%
CCc1cccc(NC(=O)c2snc3c(=O)[nH]cnc23)c1	7%	-1%	0	2%	2%	-4%	0.2%	24%	-14%	90%
Cc1c(C)c(C)c(S(=O)(=O)NCCc2ccncc2)c(C)c1C	14%	1%	3	4%	-4%	4%	0.3%	?	-12%	-32%
CCOc1ccc(S(=O)(=O)N(C)CC(=O)NC2CC2)cc1	12%	-2%	0	-4%	12%	-4%	-0.4%	-13%	-33%	8%
CC(C)(O)CC[C@@H](O)[C@](C)(O)C1CC[C@@]2(O)C3=CC(=O)[C@]4(O)C[C@@H](O)[C@@H](O)C[C@]4(C)C3CC[C@]12C (some centres not stated)	2%	3%	-1	·	13%	-3%	0.0%	22%	11%	36%
COc1ccc(S(=O)(=O)n2c(C)nc3ccccc32)cc1C	-1%	-1%	-1	6%	·	3%	-1.1%	-7%	-15%	-10%
O=C(C/C=N\OCc1ccc([N+](=O)[O-])cc1)Nc1ccccc1	4%	-3%	24	?	-3%	2%	-0.3%	-23%	0%	0%
NC(=O)c1ccc(-n2nnnc2SCC(=O)Nc2ccc(N3CCOCC3)c(Cl)c2)cc1	-7%	-4%	-4	3%	-1%	3%	-0.8%	-7%	-1%	-21%
COc1ccc(CCNC(=O)c2cc(-c3ccccn3)nc3ccccc23)cc1	4%	-3%	0	·	-1%	4%	-0.1%	?	9%	-16%
Cc1cc(CC(C)C)n(-c2nc3ccccc3c(=O)n2OCc2ccccc2)n1	5%	-3%	?	-5%	6%	-2%	-0.1%	4%	-29%	-53%
COC(=O)NC(NS(=O)(=O)c1ccccc1)(C(=O)OC)C(F)(F)F (configuration not stated)	8%	-1%	1	8%	-1%	2%	-0.5%	19%	-4%	0%
COC(=O)CSc1nnc(C)n1-c1ccc(C)cc1	0%	-3%	-2	10%	0%	-3%	-0.3%	-1%	-15%	-15%
CC(C)(C)SCCNC(=O)Nc1ccccc1	-1%	-2%	27	20%	?	1%[46.1 µM]	0.6%	?	-10%	?
O=C(CSc1ncnc2sc(-c3ccccc3)cc12)NC1CCS(=O)(=O)C1 (configuration not stated)	-5%	1%	8	4%	0%	·	-0.3%	-29%	-14%	11%
O=C(Nc1ccccc1N1CCOCC1)c1cnccn1	12%	-5%	-1	0%	-4%	5%	-0.1%	-9%	21%	0%
CC(C)(C)c1nc(SCC(=O)NNC(=O)c2ccccc2)c2ccccc2n1	3%	-7%	7	-1%	5%	-5%	-0.1%	?	-28%	-13%
C[C@@]12C(=O)Nc3cc(F)ccc3C(=O)N1[C@H]1c3cc(Br)ccc3OC[C@@H]1[C@@H]2c1ccccc1	4%	·	·	·	0%	8%	0.8%	-6%	-21%	-53%
CC1=CC2=NC(=O)/C(=C\c3cccn3CCOc3ccccc3C)C(=N)N2O1	-5%	0%	12	5%	4%	-1%	4.3%	?	13%	-48%
Cc1cccc(C(=O)N2CCN(c3ccc(C(F)(F)F)cn3)CC2)c1C	-5%	0%	4	-24%	-4%	7%	-0.1%	?	21%	-60%
Cn1cccc1Cc1nnc(SCC(=O)NC2CCCC2)n1CCc1ccccc1	9%	0%	·	-1%	5%	-3%	0.0%	-2%	2%	-15%
O=c1[nH]c(Cc2ccccc2)nc2ccccc12	2%	-1%	2	5%	1%	1%	0.1%	1%	21%	-6%
NC(N)=Nc1nc2ccccc2o1	-3%	-1%	-7	3%	11%	-4%	4.1%	20%	17%	0%
COc1ccc(C(c2c(C)[nH]n(-c3ccccc3)c2=O)c2c(C)[nH]n(-c3ccccc3)c2=O)cc1OC	8%	-3%	2	?	1%	-2%[46.1 µM]	-0.6%	?	20%	-36%
Cc1ccc(C)c(NC(=O)CCc2ccc(S(=O)(=O)NC3CCCCC3)cc2)c1	2%	-3%	-1	1%	-4%	2%	0.0%	?	?	-17%
Cn1c(=O)c2c(nc(NCC3CCCO3)n2Cc2cccc(Br)c2)n(C)c1=O (configuration not stated)	1%	-2%	0	-6%	-3%	-1%	-0.2%	?	0%	2%
CCn1c(C)cc(/C=C2/SC(=S)N(CC(=O)O)C2=O)c1C	-8%	26%	2	?	-8%	-3%	-0.2%	12%	?	-21%
Cc1ccccc1CNC(=O)CCc1ccccc1	6%	-2%	10	-7%	2%	-3%	-0.2%	-8%	12%	?

Brought forward from above: 3 entries, followed by the next part.
SMILES	A-T KAP1 phos	TSG101-PTAP inh	TRPV1 ag	CXXC DNA block	p53 reactivator	TCR act	B2AR arrestin	ELG1 repair inh	Integrin act MD	BRCA1 expr act
Cn1c(=O)c2c(nc(NCC3CCCO3)n2Cc2cccc(Br)c2)n(C)c1=O (configuration not stated)	1%	-2%	0	-6%	-3%	-1%	-0.2%	?	0%	2%
CCn1c(C)cc(/C=C2/SC(=S)N(CC(=O)O)C2=O)c1C	-8%	26%	2	?	-8%	-3%	-0.2%	12%	?	-21%
Cc1ccccc1CNC(=O)CCc1ccccc1	6%	-2%	10	-7%	2%	-3%	-0.2%	-8%	12%	?
CC(=O)Nc1ccc(NC(=O)CS(=O)(=O)c2cn(CC(=O)N3CCCC3)c3ccccc23)cc1	8%	-1%	-2	-1%	16%	-2%	-0.3%	6%	-19%	-4%
COc1ccc(/C(N)=N/OC(=O)c2cccc([N+](=O)[O-])c2C)cc1OC	0%	-4%	0	-1%	-1%	5%	0.0%	?	-6%	-10%
Cc1cnc(CN2CCc3c([nH]c4ccccc34)C2CC(C)C)[nH]1 (configuration not stated)	-6%	0%	3	4%	-5%	15%	0.3%	-7%	-20%	-19%
CCN(C(=O)C1CCN(S(=O)(=O)c2cccc3nonc23)CC1)c1ccccc1	14%	0%	0	-3%	-3%	5%	0.4%	0%	-2%	-7%
COc1cccc(NC(=O)CN(C)C(=O)c2cccc(S(=O)(=O)Nc3ccc(C)cc3)c2)c1	8%	-4%	-1	·	-5%	-3%	0.1%	?	10%	-42%
CCOC(=O)C1CCN(C(=O)CSc2ccc(Cl)cc2)CC1	2%	1%	20	1%	-11%	-7%[46.1 µM]	0.3%	?	-10%	26%
OC(COc1ccccc1)CN1CCN(c2ccccc2)CC1 (configuration not stated)	·	0%	·	·	·	-3%	·	·	21%	16%
C=CCNc1nc(N)c([N+](=O)[O-])c(N2CCCCCC2)n1	-2%	-4%	8	7%	-2%	-3%	0.1%	?	-38%	-10%
CCOC(=O)Cn1ncc(-c2ccccc2)c1N	·	-7%	-1	6%	?	7%[46.1 µM]	-2.4%	?	2%	72%
